Screening results (PubChem)
N370S GC: inhibits or activates N370S mutant glucocerebrosidase | P04062 | N370S GC spleen homogenate, 4MU-glucoside fluorescence | Potency, µM (series often up to 59.4 µM), inactives show at the highest dose activity change, negative = inhibition, actives largely listed as inhibitors | actives 0.092% (n = 330,000);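 further: 0% = full enzyme activity and -100% = no enzyme basal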
TDP1 block: TDP1 (human) enzyme inhibition. Potency, µM (top dose mostly 130 µM), inactives show top-dose activity change, negative = inhibition, actives largely listed as inhibitors. Q9NUW8. AID 485290. actives 0.28% (n = 350,000). recombinant TDP1, AlphaScreen DNA substrate cleavage; further: nearly all actives have a fitted effect of over 40% in size
Target sequence (Q9NUW8 whole entry, looked up): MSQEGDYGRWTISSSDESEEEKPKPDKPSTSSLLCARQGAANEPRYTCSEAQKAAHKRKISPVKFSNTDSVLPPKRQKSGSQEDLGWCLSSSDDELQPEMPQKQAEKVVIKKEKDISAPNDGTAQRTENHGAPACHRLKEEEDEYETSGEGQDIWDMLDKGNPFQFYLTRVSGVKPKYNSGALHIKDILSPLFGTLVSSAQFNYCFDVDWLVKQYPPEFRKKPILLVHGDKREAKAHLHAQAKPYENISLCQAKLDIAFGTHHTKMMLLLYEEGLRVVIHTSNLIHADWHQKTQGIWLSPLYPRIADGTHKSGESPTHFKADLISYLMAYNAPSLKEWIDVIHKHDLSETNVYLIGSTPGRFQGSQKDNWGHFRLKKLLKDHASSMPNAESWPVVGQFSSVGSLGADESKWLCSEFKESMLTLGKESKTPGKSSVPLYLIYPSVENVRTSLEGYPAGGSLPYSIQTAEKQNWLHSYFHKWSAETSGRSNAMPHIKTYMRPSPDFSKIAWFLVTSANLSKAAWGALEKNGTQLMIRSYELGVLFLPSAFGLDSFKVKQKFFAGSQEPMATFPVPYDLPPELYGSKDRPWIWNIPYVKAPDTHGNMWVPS
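Steps: enzyme plus compound, 15 min RT; add biotin/phosphotyrosine-FITC oligonucleotide (15 nM final), react 5 min; add donor/acceptor beads (10 ug/ml final), 10 min; read AlphaScreen. Tdp1 at 1 nM final.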
TDP1 cell noCPT: qHTS for Inhibitors of human tyrosyl-DNA phosphodiesterase 1 (TDP1): qHTS in cells in absence of CPT; actives 15% (n = 420,000); Potency, µM (series often up to 46.2 µM), for the others: at the highest dose activity change, negative = growth inhibition, usual class: inhibitors; DT40 Tdp1-/- hTDP1 cells, no CPT, ATP luminescence, 48 h; further: nearly all actives have a fitted effect of over 55% in size
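Chicken DT40 Tdp1-/- cells stably complemented with human TDP1 were seeded at 400 cells/well with DMSO in place of 20 nM camptothecin. After compound pinning, cells grew at least 48 hr at 37 °C; viability read by CellTiter-Glo luminescence.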
The depositor's hits bear a star; ? = inconclusive; . = not tested or not shown; [ ] = dose if it differs, or a comment. The call rests on the fitted dose curve; in most records, active means well fitted curve in the direction sought with a large enough effect; inconclusive means small, poorly fitted or top-dose-only effect, or another doubt; inactive means no such curve, though single readings can be large; an effect the other way counts as inactive or inconclusive. Unless noted, on the % scale 0 is the no-effect control and ±100 the full control effect; potency means the concentration at half of the fitted maximal effect.

molecule	N370S GC	TDP1 block	TDP1 cell noCPT
CC(=O)C(Sc1ccc2nnc(-c3cccnc3)n2n1)C(C)=O	3%	5%	-24%
COc1ccccc1N(CC(=O)NC1CCCCC1)S(=O)(=O)c1cccs1	13%	2%	?
CCCCCOC(=O)C1=C(C)Nc2nnnn2C1c1ccc(OC)c(OC)c1OC (stereo not given)	-14%	4%	?
Cn1c(COc2ccccc2)nnc1SCC(=O)c1cccc([N+](=O)[O-])c1	6%	?	?
CC(C)c1ccc(CN2CCSCC2)cc1	-12%	.	-15%
Cc1ccc(-n2c([S-])c(C(=O)Nc3ccc(OC(F)F)cc3)[n+]3ccc(C(=O)NCCO)cc23)cc1C	-26%	2%	6%
CC(C)n1nnnc1SCC(=O)Nc1ccc2c(c1)OCO2	3%	2%	24%
O=c1[nH]c(S)c(/C=C2\C=Nc3ccccc32)s1	-4%	8%	-5%

More compounds.
molecule	N370S GC	TDP1 block	TDP1 cell noCPT
Cc1cccc(NC(=O)CN2C(=O)N/C(=C/c3ccc(C)s3)C2=O)c1	-4%	-1%	-18%
CC(=O)N1CCC(N2CCN(Cc3ccc(C)cc3)C(CCO)C2)CC1 (stereo not given)	6%	3%	2%
CCOc1ccc(C(=O)Nc2nnc(S(=O)(=O)N(CC)c3ccccc3C)s2)cc1	.	10%	?
CCCCc1nc2c(c3c1C[C@H](C)OC3)CN(S(=O)(=O)c1ccc3c(c1)OCCN3C)CC2	4%[12.8 µM]	11%[21 µM]	.
Cc1ccc(C(=O)OCC(=O)N2CC(C)CC(C)C2)cc1S(=O)(=O)N1CCCCC1 (stereo not given)	1%	-9%	?
CN(Cc1cnccn1)Cc1nc(Cc2ccccc2Cl)no1	1%	3%	-8%
COc1ccc(OCc2cc(C(=O)O)c(C)o2)cc1	3%	14µM*	.
C=C(C)Cn1c(SCC(=O)O)nc2c1c(=O)[nH]c(=O)n2C	-3%	2%	1%

Next part
molecule	N370S GC	TDP1 block	TDP1 cell noCPT
COc1ccccc1CNC(=O)c1ccc2[nH]c(C)c(C)c2c1	.	9%	-12%
Cc1[nH]c2ccccc2c1C(=O)C(=O)N1CCN(c2ccccc2)CC1	-5%	5%	-20%
Cc1ccccc1CSCCNC(=O)C1CCN(S(=O)(=O)Cc2ccccc2)CC1	.	3%	2%
CNC(=S)N(CCc1c(C)[nH]c2ccc(Cl)cc12)Cc1cc(OC)c(OC)c(OC)c1	25%	4%	?
COC(=O)C1=C(C)N(Cc2ccccc2)C(=NCCCCO)N[C@H]1CCc1ccccc1	-10%	.	16µM*
CC1CCCC(N2CCN(C(=O)c3ccccc3F)CC2)C1 (stereo not given)	1%	8%	-4%
Cc1cc(C)c2c(N)c(C(=O)c3ccccc3)sc2n1	26%	-1%	?
O=S(=O)(Nc1ncccn1)c1ccc(NC(=S)Nc2ccccc2Cl)cc1	0%	3%	1%

Carrying on:
molecule	N370S GC	TDP1 block	TDP1 cell noCPT
Cc1cc2n(n1)SC(Nc1ccccc1)N2 (stereo not given)	-15%	6%	6%
N#CC1=C(N)SC(N)=C(C#N)C1CCc1ccccc1	5%	0%	?
O=C(O)C1=NOC(CNC(=O)c2ccccc2Cl)C1 (stereo not given)	-3%	0%	-22%
CC(C)Oc1ccc(CNC(=O)CCC(=O)N2CC(C)Sc3ccccc32)cc1 (stereo not given)	-1%	.	?
COc1ccc(S(=O)(=O)N2c3cc(C)ccc3OCC2C(C)(C)C)cc1 (stereo not given)	11%	-3%	?
Cc1cc2cc(CCNC(=O)c3ccc(C)c([N+](=O)[O-])c3)c(=O)[nH]c2cc1C	10%	4%	13µM*
c1ccc2c(c1)Cn1c-2nc2ccccc21	-6%	3%	?
Cc1c(C(=O)N2CCCCCC2)c(S(=O)(=O)Nc2cccc(F)c2)c(C)n1C	0%	3%	3%

Next section
molecule	N370S GC	TDP1 block	TDP1 cell noCPT
CCOc1c(Br)cc(/C=C(\C#N)C(=O)NC2CC2)cc1OC	-9%	7%	?
C/C(=N\NC(N)=S)c1ccc2c(c1)OCCO2	-4%	1%	?
CC(=O)Oc1ccc(C(=O)Nc2cccc3c2CCCC3)cc1	-7%	1%	-1%
CCCC1=C(C(=O)OCC)C(c2cccnc2)n2nc(C)nc2N1 (stereo not given)	-5%	.	-5%
NS(=O)(=O)c1ccc(CNC(=O)C2CCCCC2)cc1	3%	6%	5%
COc1cccc(/C=N/Nc2nc(N3CCCC3)nc(N3CCCC3)n2)c1O	-24%	9%	21µM*
Nc1c(S(=O)(=O)c2cccs2)c2nc3ccccc3nc2n1Cc1ccc2c(c1)OCO2	-25%	1%	?
O=C(CSc1nc(=O)n(CCN2CCOCC2)c2c1CCCC2)Nc1ccc([N+](=O)[O-])cc1	-12%	2%	?

Molecules from the list above with a Cl atom, in the order listed:
molecule	N370S GC	TDP1 block	TDP1 cell noCPT
CN(Cc1cnccn1)Cc1nc(Cc2ccccc2Cl)no1	1%	3%	-8%
CNC(=S)N(CCc1c(C)[nH]c2ccc(Cl)cc12)Cc1cc(OC)c(OC)c(OC)c1	25%	4%	?
O=S(=O)(Nc1ncccn1)c1ccc(NC(=S)Nc2ccccc2Cl)cc1	0%	3%	1%
O=C(O)C1=NOC(CNC(=O)c2ccccc2Cl)C1 (stereo not given)	-3%	0%	-22%

(next part)
molecule	N370S GC	TDP1 block	TDP1 cell noCPT
Cc1ccc(S(=O)(=O)N2CCCNCC2)cc1	-2%	2%	2%
CNc1nc(Nc2ccc(C)c(Cl)c2)c2cnn(C)c2n1	?	.	15µM*
COCCCNC(=O)c1ccc(CNS(=O)(=O)c2ccc(NC(C)=O)cc2)cc1	10%	-6%	-3%
COCCn1c(=O)c2c(nc3n2CCCN3CCc2ccccc2)n(C)c1=O	-4%	.	-8%
COc1cc(OC)cc(C(=O)Nc2ccc3nc(N4CCCCC4)cc(C)c3c2)c1	.	6%	16µM*
Cc1c2cnn(CC(=O)NCc3ccc(F)cc3)c(=O)c2c(C)n1Cc1ccccc1F	.	-3%	16µM*
c1ccc(-c2onc3cc4c(cc23)OCCO4)cc1	?	7%	?
COc1cc2c(C(=O)N(C)c3cc(Cl)ccc3OC)cn(C)c(=O)c2cc1OC	7%	.	-29%

Additional results
molecule	N370S GC	TDP1 block	TDP1 cell noCPT
O=C(CCCN1C(=O)/C(=C\c2cccs2)SC1=S)Nc1ccccn1	-6%	9%	16µM*
CCOC(=O)COc1c(OC)cc(Cl)cc1C1Nc2ccccc2C(=O)N1c1ccccc1 (stereo not given)	?	1%	-26%
COC(=O)c1ccccc1N(Cc1ccccc1)S(C)(=O)=O	0%	0%	-5%
Cc1c(Nc2nc3ccccc3n3c(C)nnc23)cccc1C(=O)O	.	0%	-7%
O=C(Nc1ccccc1)c1cn2ccccc2n1	?	6%	-9%
O=C(NCCN1CCOCC1)c1ccc2c(c1)N(Cc1ccc(Cl)cc1)C(=O)CS2	-21%	-8%	?
COC(=O)c1ccc(NC(=O)CCN2CCN(c3ccccc3)CC2)cc1	5%	1%	-22%
CC1=C(C(=O)OC2CCCCC2)C(c2ccccc2)NC(=O)N1 (stereo not given)	-6%	?	?

Four compounds from above, arranged by formula weight, low to high.
molecule	N370S GC	TDP1 block	TDP1 cell noCPT
CN(Cc1cnccn1)Cc1nc(Cc2ccccc2Cl)no1	1%	3%	-8%
CC(=O)N1CCC(N2CCN(Cc3ccc(C)cc3)C(CCO)C2)CC1 (stereo not given)	6%	3%	2%
COCCn1c(=O)c2c(nc3n2CCCN3CCc2ccccc2)n(C)c1=O	-4%	.	-8%
O=S(=O)(Nc1ncccn1)c1ccc(NC(=S)Nc2ccccc2Cl)cc1	0%	3%	1%

The results go on.
molecule	N370S GC	TDP1 block	TDP1 cell noCPT
CCOc1ccc(NC(=O)c2ccc(OC)cc2)cc1	4%	9%	-8%
Cc1cc(C)c(S(=O)(=O)n2c([N+](=O)[O-])cnc2C)cc1C	-6%	3%	7%
CCOC(=O)c1c(NC(=O)C2c3ccccc3Oc3ccccc32)sc(C(=O)N(CC)CC)c1C	1%	-11%	23µM*
CC(C)CCn1c(=O)c2cccnc2n(CC(=O)Nc2ccccc2F)c1=O	.	4%	?
O=C(OCC(=O)c1ccc[nH]1)c1cncc(Br)c1	.	-7%	-9%
Cc1cc(C)cc(-n2c(SCC(=O)N3CCC(C)CC3)nc3c([nH]c4ccccc43)c2=O)c1	.	2%	-8%
Cc1cccc(N(C)C(=O)C2CCC(CNS(=O)(=O)c3cccc4nsnc34)CC2)c1 (stereo not given)	.	5%	-29%
Nc1nc(SCC(=O)c2ccc(F)cc2)n[nH]1	-7%	0%	-2%

(continued)
molecule	N370S GC	TDP1 block	TDP1 cell noCPT
C=CCSc1nnc(NC(=O)CSc2nc(CCC)cc(=O)[nH]2)s1	10%	8%	?
Cn1c(=O)n(-c2cccc(Cl)c2)c(=O)c2sc3ccccc3c21	.	0%	?
C/C(CC(=O)NC(C)(C)C)=N\NC(N)=S	-3%	0%	?
Cc1nn(-c2ccccc2Cl)c2sc(C(=O)Nc3nnc(C4CC4)s3)cc12	-11%	1%	?
CC(=O)c1ccc(N2CCN(c3ncccn3)CC2)cc1	-5%	0%	-14%
COC(=O)C(C)N(C(=O)c1ccc(Cl)cc1)c1c(C)cccc1C (stereo not given)	7%	0%	?
O=C(c1cnccn1)N1CCCC(N2CCN(c3cccc(Cl)c3)CC2)C1 (stereo not given)	-1%	3%	-7%
CC(C)(C)CC(=O)Nc1nnc(SCC(=O)Nc2ccccc2F)s1	-1%	4%	?

(further entries)
molecule	N370S GC	TDP1 block	TDP1 cell noCPT
COc1ccc(-c2nc3ccc(C(=O)NCCCN4CCOCC4)cc3nc2-c2ccc(OC)cc2)cc1	-11%	0%	23µM*
CCCCC(CC)COCCCN (stereo not given)	-5%	4%	.
CCN(c1ccc(C)cc1)S(=O)(=O)c1nnc(NC(=O)c2ccco2)s1	0%	10%	-20%
COc1cccc(CNc2ccc(C)c(Cl)c2)c1	20%	1%	?
Cc1cc(OCC(=O)N(C)c2c(N)n(Cc3ccccc3)c(=O)[nH]c2=O)c(C(C)C)cc1Cl	-1%	-5%[0.505 µM]	?
C=CCn1c(C)cc(-c2csc(NCC)n2)c1C	7%	8%	?
COCc1ccc(C(=O)N2CCCC(C(=O)c3ccc(SC)cc3)C2)o1 (stereo not given)	-8%	3%[56.1 µM]	?
COC(=O)c1ccc(CSc2nncn2C)cc1	10%	0%	-12%

(further entries)
molecule	N370S GC	TDP1 block	TDP1 cell noCPT
COc1cccc(C(=O)NCCNC(=O)c2cnccn2)c1	-2%	0%	26%
O=C(Cn1ncc2c([nH]c3ccccc32)c1=O)N1CCCCC1	-4%	0%	13%
CCOC(=O)Cc1csc(NC(=O)c2ccc([N+](=O)[O-])cc2[N+](=O)[O-])n1	-2%	4%	-9%
COc1ccc(N2CCN(CC(=O)NC(C)c3ccccc3)CC2)cc1 (stereo not given)	-14%	.	-21%
CCCCCC(=O)NCc1c(C(F)(F)F)nn(C)c1N1CCOCC1	0%	3%	6%
COc1cc(Br)cc(/C=C/c2ccc3cccc(O)c3n2)c1OC	0%	.	?
CCc1nnc(NC(=O)C2CCC(CNc3c(N4CCCCC4)c(=O)c3=O)CC2)s1 (stereo not given)	7%	.	10%
Cc1ccc(SCC(=O)Nc2ccc3oc(-c4ccccc4F)nc3c2)cc1	.	3%	?

The listing continues:
molecule	N370S GC	TDP1 block	TDP1 cell noCPT
CCN(CC)CCCNC(=O)c1cc2nc(-c3ccccc3)cc(C(F)(F)F)n2n1	-3%	.	4%
CC(=O)NCCC(=O)Nc1cc(S(=O)(=O)N2CCOCC2)ccc1N1CCOCC1	-1%	0%	5%
NC(=O)[C@H]1CC2(CC(c3cccc(NC(=O)[C@H]4CCC(=O)N4)c3)=NO2)CN1C(=O)c1ccccc1C(=O)c1ccccc1 (stereo not given in full)	-4%	4%	8%
O=C(COc1ccc(F)cc1)Nc1nnc(-c2ccncc2)s1	5%	1%	-9%
Cc1cc(C)cc(NC(=O)CCN2CC(C)OC(C)C2)c1 (stereo not given)	10%	0%	1%
CCN(CC(=O)N1CCCC1)S(=O)(=O)c1ccc(F)cc1	-19%	.	6%
COc1ccc(N2CCN(C3CC(=O)N(C)C3=O)CC2)cc1 (stereo not given)	1%	1%	-7%
CCn1c(/C=C/c2cc(Br)ccc2O)nc2ccccc2c1=O	5%	2%	?

(listing goes on)
molecule	N370S GC	TDP1 block	TDP1 cell noCPT
CN1CCN(c2ncc3ncc(=O)n(Cc4cccs4)c3n2)CC1	-14%	.	?
CCn1ncc(Br)c1C(=O)Nc1ccc(C(=O)OC(C)C)cc1	?	-4%	?
Cc1ccc(CNc2ccc(N3CCOCC3)c(Cl)c2)cc1	9%	.	?
CC1=Nc2ccc3ccccc3c2C1(C)C	8%	6%	-18%
CC(NC(=O)Nc1ccc([N+](=O)[O-])cc1)C(c1ccccc1)N1CCOCC1 (stereo not given)	-3%	5%	?
Cc1cccc(-c2n[nH]c(=S)n2/N=C/c2ccc(C)s2)c1	-2%	3%	?
Cn1c(CNC(=O)c2ccco2)nnc1SCC(=O)N1CCN(c2ccccc2)CC1	-21%	.	1%
O=S(=O)(NCc1ccccn1)c1ccccc1	-2%[12.8 µM]	-1%	17%

A portion of the library; count on the stated rates, not on these rows.
